Screening results from PubChem BioAssay.
NPYLR7 ag: mosquito NPYLR7 agonism; HEK293T NPYLR7/Galpha15, GCaMP6s calcium fluorescence; AID 1259423; 0.15% of 270,000 active; activation, % at 10 µM; in the data active means activation above about 40%;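 further: 0% = vehicle and 100% = reference agonist at the receptor; some compounds past the cut are filed as inactive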
mcGAS lum: mouse cGAS inhibition by luminescence; recombinant cGAS, Kinase-Glo ATP depletion luminescence; inhibition, % at 12.5 µM; Q8C6L5; 0.15% of 160,000 active;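 further: 0% = negative control wells and 100% = reference inhibitor with no enzyme activity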
hcGAS lum: human cGAS inhibition; Q8N884; recombinant h-cGAS, ATP depletion, Kinase-Glo luminescence; inhibition, % at 12.5 µM; 0.081% of 290,000 active; AID 1259398;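 further: 0% = vehicle reaction and 100% = reaction without DNA for no activity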
Target sequence (Q8N884 whole entry, looked up): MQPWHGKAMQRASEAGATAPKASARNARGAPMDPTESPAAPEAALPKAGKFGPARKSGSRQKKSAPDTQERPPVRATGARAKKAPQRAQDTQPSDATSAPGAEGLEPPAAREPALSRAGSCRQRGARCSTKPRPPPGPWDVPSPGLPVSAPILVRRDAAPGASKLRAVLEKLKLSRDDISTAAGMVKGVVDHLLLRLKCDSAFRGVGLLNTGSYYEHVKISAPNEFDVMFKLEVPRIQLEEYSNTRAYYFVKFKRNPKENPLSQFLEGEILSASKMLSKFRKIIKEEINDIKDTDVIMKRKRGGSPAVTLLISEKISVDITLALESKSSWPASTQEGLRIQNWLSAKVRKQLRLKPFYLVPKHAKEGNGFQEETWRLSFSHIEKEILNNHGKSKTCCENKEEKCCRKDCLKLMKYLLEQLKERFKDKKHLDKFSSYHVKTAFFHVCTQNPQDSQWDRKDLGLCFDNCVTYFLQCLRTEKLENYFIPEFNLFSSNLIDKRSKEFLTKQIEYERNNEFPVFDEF
An asterisk follows results filed as active; . = no result given; & = joins results of further samples. Unless noted, no stated cut-off is given here; in the data, active means inhibition above about 40%; inactive means the rest.

SMILES	NPYLR7 ag	mcGAS lum	hcGAS lum
COc1cc(C2C(C(=O)OC3CCCC3)=C(C)NC3=C2C(=O)CCC3)cc(OC)c1O (stereo not given)	-11	-6	-6
Cc1nc(NCCNC(=O)Nc2ccc(F)c(Cl)c2)cc(-n2cccn2)n1	-8	-1	2
CCOC(=O)N1[C@@H](c2ccco2)[C@@H](C(=O)O)C[C@]12CCCCN(C)C2=O	6	0	5
CC1(C)OC2OC(C(=O)NCCC(=O)Nc3nccs3)C3OC(C)(C)OC3C2O1 (stereo not given)	1	.	-8
CCC(C(=O)N(CC(=O)N(Cc1ccccc1)Cc1sccc1C)CC(C)C)c1ccccc1 (stereo not given)	13	-2	-12
COc1cccc(Cc2nsc(N3CCCC3C(=O)N3CCN(C(c4ccccc4)c4ccccc4)CC3)n2)c1 (stereo not given)	14	-6	-11
Cc1nc2c(OCc3ccc(C#N)cc3)cccn2c1N(C)C(=O)CCC1CCCC1	-5	0	1
Cc1ccccc1C(=O)NNC(=O)CN1C(=O)c2ccccc2C1=O	-1	.	-2
CCOCCCNC(=O)c1cc(NC(=O)/C=C/c2ccc([N+](=O)[O-])cc2)ccc1N1CCC(Cc2ccccc2)CC1	20	-6	-5
CC(C)NC(=O)c1nnc2n1CCN(C(=O)C1(c3ccc(Cl)cc3)CCCC1)C2	7	.	-8
O=C1CC(c2nc3ccccc3[nH]2)CN1c1cccc2ccccc12 (stereo not given)	2	-3	0
CNCCCC1c2ccccc2C=Cc2ccccc21	1&0	-6&-5	-4&0&-6
CSCCC1NC(=S)N(CCC2CC3CCC2C3)C1=O (stereo not given)	0	.	-5
CCOC(=O)CNC(=O)CCc1c(C)nn(-c2nc(C)c(C)c(=O)[nH]2)c1C	10	.	-11
CCOCCCN(CC(=O)N(Cc1cccn1Cc1ccc(F)cc1)C1CCCCC1)C(=O)c1ccc(Cl)cc1	0	-6	-4
Cc1cn2c3c(=O)n(CC(=O)OCc4ccccc4)c(=O)n(C)c3nc2n1CC(C)C	13	-1	6
Cc1ccc(-n2nnc3c(=O)n(CC(=O)c4ccc(Cl)cc4)cnc32)cc1C	-1	-9	-6
CC1(C)COCCN1C(=O)Cc1c[nH]c2ccccc12	-1	.	0
NC(=O)C1CCCN(c2ccc(C(=O)OCc3ccc4c(c3)OCO4)cc2)C1 (stereo not given)	4	.	1
CN1C(=CC=Nc2cc(Cl)c([N+](=O)[O-])cc2O)C(C)(C)c2ccccc21	-3	.	1
O=C(CSc1ccc2nnc(CCNC(=O)c3ccccc3)n2n1)NC1CCCCC1	1	-7	-4
NC(=S)NCC1CCCO1 (stereo not given)	-14	.	2
O=C(NCCc1nnc2ccc(NCCCN3CCOCC3)nn12)c1ccccc1	7	-7	-4
CC(C)CN(Cc1cnn(C)c1)Cc1cccc2nonc12	16	.	-8
N#Cc1nc(Cl)c(Cl)c(NS(=O)(=O)c2ccc(Cl)cc2)c1Cl	7	.	4
SMILES	NPYLR7 ag	mcGAS lum	hcGAS lum
CC(=O)c1cccc(NS(=O)(=O)c2cc(C(=O)Nc3ccccc3C)ccc2C)c1	19	-4	-3
CCOc1ccc2cc(-c3csc(Nc4ccc(C)cc4)n3)c(=O)oc2c1	1	3	0
O=[N+]([O-])c1ccc(CSc2ncnc3c2nnn3-c2cccc(Cl)c2)cc1	18	-6	-5
O=C(C1CCOC1)N1CCCC1c1ncc(-c2ccccc2Cl)[nH]1 (stereo not given)	6	-6	-8
CC(C)c1ccc(Cn2ccc3c4c(N)nc(NC5CC5)nc4ccc32)cc1	13	-10	-3
O=C(Cn1cc2c(n1)CCCCC2)N1CCCC1	2	-2	-1
CCOc1ccc2nc(N(CC3CCCO3)C(=O)c3ccnn3C)sc2c1 (stereo not given)	.	-5	-3
CCC(=NC1CCCCCC1)c1c(O)n(CC)c(=S)n(CC)c1=O	-1	-7	-3
O=C(NCc1nc(C2CC2)no1)Nc1ccc(Oc2ccccc2)cc1	6	-13	-5
O=c1oc2ccccc2cc1-c1nnc(Nc2ccc(Br)cc2)s1	9	.	1
Cc1ccc(/C=C/S(=O)(=O)NC(C)CC#N)cc1 (stereo not given)	0	.	-10
Cc1ccc(Nc2[nH]c(=O)c3ccccc3c2C(=O)c2ccccc2)cc1	8	.	4
O=C(c1cnccn1)N1CC[C@@H](c2ccc3ccccc3c2)[C@H](O)C1	3	.	-13
C=CCN(Cc1nccn1Cc1ccccc1C)C(=O)c1ccco1	22	-6	-3
COC(=O)c1ccc(CN2CCc3c(cccc3NC(=O)c3ccncc3)C2)cc1	2	.	-2
CCCCN(CCCC)CCCCSc1ccc(O)cc1	1	-2	-4
COc1cn(CC(=O)Nc2ccccc2C)c(CSc2nccc(C)n2)cc1=O	-4	-10	-3
Brc1ccc2c(c1)c(-c1ccccc1)nc1nnnn12	0	-5	-7
O=C(NC(C(=O)N1CCOCC1)C1CCN(C(=O)c2cccc(F)c2)CC1)c1ccccc1 (stereo not given)	7	-6	-11
CC(C)C(=O)N(Cc1cccc(Cl)c1)CC1CC(c2cccnc2)=NO1 (stereo not given)	15	-5	-4
Cc1ccc(Cn2ccn(Cc3c(F)cccc3Cl)c(=O)c2=O)cc1	-2	.	3
CCCOC1(CN)CCCCC1	4	-18	-10
Cc1cc(N2CCN(S(=O)(=O)c3ccc(Cl)c([N+](=O)[O-])c3)CC2)nc(-c2cccc(C(F)(F)F)c2)n1	.	-1	-1
Cc1ccc(Cc2nc(N3CCCN(C(=O)C4CCCC4)CC3)c3c(-c4cccnc4)noc3n2)cc1	15	-6	-4
CCO[C@H]1COC[C@@H]1NC(=O)c1cnc2ccccc2c1	-2	0	-4

Ordered by molar mass (largest number first): part of the list above
SMILES	NPYLR7 ag	mcGAS lum	hcGAS lum
O=C(CSc1ccc2nnc(CCNC(=O)c3ccccc3)n2n1)NC1CCCCC1	1	-7	-4
COc1cc(C2C(C(=O)OC3CCCC3)=C(C)NC3=C2C(=O)CCC3)cc(OC)c1O (stereo not given)	-11	-6	-6
CC(=O)c1cccc(NS(=O)(=O)c2cc(C(=O)Nc3ccccc3C)ccc2C)c1	19	-4	-3
Cc1nc2c(OCc3ccc(C#N)cc3)cccn2c1N(C)C(=O)CCC1CCCC1	-5	0	1
COc1cn(CC(=O)Nc2ccccc2C)c(CSc2nccc(C)n2)cc1=O	-4	-10	-3
Cc1nc(NCCNC(=O)Nc2ccc(F)c(Cl)c2)cc(-n2cccn2)n1	-8	-1	2
CCOc1ccc2nc(N(CC3CCCO3)C(=O)c3ccnn3C)sc2c1 (stereo not given)	.	-5	-3
CCOC(=O)CNC(=O)CCc1c(C)nn(-c2nc(C)c(C)c(=O)[nH]2)c1C	10	.	-11
CC(C)C(=O)N(Cc1cccc(Cl)c1)CC1CC(c2cccnc2)=NO1 (stereo not given)	15	-5	-4
Cc1ccc(Cn2ccn(Cc3c(F)cccc3Cl)c(=O)c2=O)cc1	-2	.	3
O=C(NCc1nc(C2CC2)no1)Nc1ccc(Oc2ccccc2)cc1	6	-13	-5
O=C(C1CCOC1)N1CCCC1c1ncc(-c2ccccc2Cl)[nH]1 (stereo not given)	6	-6	-8
C=CCN(Cc1nccn1Cc1ccccc1C)C(=O)c1ccco1	22	-6	-3
O=C(c1cnccn1)N1CC[C@@H](c2ccc3ccccc3c2)[C@H](O)C1	3	.	-13
O=C1CC(c2nc3ccccc3[nH]2)CN1c1cccc2ccccc12 (stereo not given)	2	-3	0
CCO[C@H]1COC[C@@H]1NC(=O)c1cnc2ccccc2c1	-2	0	-4
O=C(Cn1cc2c(n1)CCCCC2)N1CCCC1	2	-2	-1
CCCOC1(CN)CCCCC1	4	-18	-10
NC(=S)NCC1CCCO1 (stereo not given)	-14	.	2

(further entries)
SMILES	NPYLR7 ag	mcGAS lum	hcGAS lum
COCCn1c(C(=O)Nc2ccc(Oc3ccccc3)cc2)cc2c(=O)n(C)c(=O)n(C)c21	0	-7	-6
COCCn1c(=O)c2c(nc3n(-c4ccc(OC)cc4OC)c(C)cn23)n(C)c1=O	17	.	-11
CCCSc1nc(N2CCOCC2)c2c(c1C#N)CC(C)(C)OC2	1	2	6
Cc1ccc(S(=O)(=O)N2CCC3(CC2)C(=O)N(CC(=O)NCCc2ccc(Cl)cc2Cl)CN3c2ccccc2)cc1	-7	-4	-8
Cc1cc(Br)c(OCc2cc(C)on2)c(Br)c1	2	.	-13
COc1cc(OC)c(NS(=O)(=O)c2c(F)cc(F)cc2Br)cc1Cl	-3	.	-6
Cc1cc(C)n2c(C(=O)N3CCc4c(nc(C)nc4N(C)C)C3)nnc2n1	4	-9	-5
CCn1c(SCC(=O)N/N=C\c2cccc(OC)c2OC)nc2ccccc21	2	-10	-9
CC(C)CS(=O)(=O)CC(=O)N1CCCN(c2cccnn2)CC1	4	.	-9
CCOc1ccc(-c2cc(=O)n(CC(=O)Nc3ccccn3)cn2)cc1	3	.	-2
CN(Cc1ccc(Br)cc1)C(=O)C1CCCc2[nH]ncc21 (stereo not given)	-5&3	-16	-6&-7
NC(=O)C1CCCCN1C(=O)COC(=O)c1ccccn1 (stereo not given)	11	-13	-6
C#CCn1c(=NC(=O)c2ccnn2C)sc2cc(SC)ccc21	.	-7	-13
COCCN(CC(=O)N(CCc1c[nH]c2ccccc12)Cc1ccc(OC)c(OC)c1)C(=O)NC(C)(C)C	-1	-6	-13
CCN1CCC(CN(C)Cc2cnc(C)n2C)C1 (stereo not given)	.	-5	-13
CN(Cc1nnc(C2CC2)n1C)C1CCN(C2CCOC2=O)C1 (stereo not given)	-1	.	-11
COc1cccc(C(CN2CCN(C(=O)c3sccc3C)CC2)OCc2ccc(C#N)cc2)c1 (stereo not given)	.	1	3
COc1cc(OC)cc(C(=O)N2CCN(C3=NS(=O)(=O)c4ccccc43)CC2)c1	2	-5	-3
CCOc1ccc(C(=O)N2CC(=O)N3CC(C)c4ccccc4C3C2)cc1 (stereo not given)	-11	0	1
O=C(CCCc1cccs1)NCc1cccnc1-n1cnc2ccccc21	-2	.	-10
CN1CC2(CCCN(C(=O)c3cn4cccnc4n3)C2)OC1=O (stereo not given)	3	.	1
CC(=O)c1ccc(NC(=O)CCc2c(C)[nH]c(=O)[nH]c2=O)cc1	-3	-2	2
Cc1cc(S(=O)(=O)Nc2ccc(F)c(Cl)c2)c(C)s1	-1	-7	-12
COC(=O)c1ccc(C=C2N=C(c3ccc(OC)c(OC)c3)OC2=O)cc1	2	.	6
Cc1cnoc1C(=O)Nc1cc(C(C)(C)C)nn1C(C)(C)C	5	.	-6
SMILES	NPYLR7 ag	mcGAS lum	hcGAS lum
CCOc1ccc(C(C)C)cc1S(=O)(=O)n1cnc(C)c1	6	.	-8
COC(=O)CNC(=O)CC12CC3CC(CC(C3)C1)C2	5	.	-2
CCOc1ccc(-c2ccc(C(=O)N3CCc4ccccc4C3c3ccccc3Cl)s2)cc1 (stereo not given)	24	-8	-7
CC(C)=C1CCC2(C)OC(=O)C(Cc3ccccn3)C12C (stereo not given)	-6	.	-2
COc1ccccc1CNC(=O)C[C@@H]1c2nc(-c3ccccc3)sc2C[C@@H]2[C@](C)(CO)[C@H](O)CC[C@]21C	-2	-5	-3
Cc1oc(-c2ccccc2)nc1CSc1nc2c(c(=O)[nH]1)CCC2	-4	-6	-5
COCC1(C(=O)NCc2noc(-c3cccs3)n2)CCC1	13	.	-4
COC(=O)c1cc2n(n1)CCN(C(=O)c1ccc(-c3ncc[nH]3)s1)C2	5	.	-3
Cn1nc(-c2ccccc2)c(CN(Cc2ccco2)CC(O)COCc2ccco2)c1Oc1ccc(F)cc1 (stereo not given)	-1	-5	-2
CCN(CC)S(=O)(=O)c1ccc2c(c1)c(O)c(C#N)c(=O)n2-c1ccc(C)cc1	-1&-4	.	3&-1
CCN(CC)c1cc(Cl)nc(SCc2cccc(C(=O)O)c2)n1	19	.	0
CCc1nc(Cl)c(C)c(N2CCN(CC3CC3)CC2)n1	0	.	-11
Nc1ccc(N2CCOCC2)c(Cl)c1	4	-3	-5
CC(=O)N1CCC(N2CCC[C@H]2c2nc(-c3ccc(OC4CCCCC4)nc3)no2)CC1	-7	-5	-5
COc1ccc([C@H]2[C@@H](C(=O)N3CCC4(CC3)OCCCO4)c3ccccc3C(=O)N2Cc2ccccc2)cc1	-6	-7	-3
Cc1c(CC(=O)NCCc2ccco2)c2c(n1CC1CCCO1)CCCC2=O (stereo not given)	-2	.	-1
COc1cc(C)c(Cl)cc1S(=O)(=O)N1CCN(c2ccccc2C)CC1	1	-6	-10
Cc1sc2ncn(CC(=O)C(C)(C)C)c(=O)c2c1C	5	.	-7
Nc1cc(F)ccc1C(=O)OCC(=O)Nc1cc(F)ccc1F	-1	.	-8
CC1CN(S(=O)(=O)CCNCc2ccc(C3CC3C)o2)CC(C)O1 (stereo not given)	-1	.	-10
CS(=O)(=O)NCCCCCC(=O)O	3	.	-4
CC(C)c1nccc(CN2CCN(C)C(C(=O)O)C2)n1 (stereo not given)	12	.	-8
O=[N+]([O-])c1ccc2[nH]c(O)c(N=Nc3ccc(S(=O)(=O)O)cc3)c2c1	7	.	-3
O=C(NC1CCc2ccccc21)c1ccc(-c2ccc3c(c2)OCO3)s1 (stereo not given)	4	-10	-10
CCc1nc2ccc(C(=O)NCc3ccc4c(c3)OCO4)cn2c1N(CCC(C)C)CCN(C)C	-5	-2	-5

An unsorted share of the library; about 0.29% have a hit in one of these screens.
